# Bioassay records: PubChem, Southern Research Specialized Biocontainment Screening Center
# H1N1 NS1A inhibition = NS1A inhibition, H1N1 influenza, cell based functional assay (AID 504329). NS1A functional cell-based assay, percent inhibition; higher % means a stronger effect. inhibition, % at 12.5 µM, or IC50 in µM where a hit was titrated. 340,000 compounds, 0.3% hits; in the data active = a potency from the dose series; inconclusive = inhibition above about 27% without an active follow-up result; note: strong numbers were not always called active
# M. tuberculosis HTS = M. tuberculosis growth inhibition, HTS (AID 449762) | 330,000 compounds, 0.59% hits | M. tuberculosis H37Rv growth inhibition, 7H9 media; higher % means a stronger effect | one-dose inhibition, % at 25 µM; IC50 in µM for titrated hits; in the data active = a potency from the dose series; inconclusive = inhibition above about 70% without an active follow-up result;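 note: bacterial growth assessed after seven days of incubation; strong numbers were not always called active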
# PhoP GFP inhibition = Inhibition of PhoP regulon, Salmonella typhi GFP reporter cells, confirmation, 4 h (AID 1850). Salmonella Typhi PhoP-promoter GFP reporter, fluorescence, 4 h; higher % means a stronger effect. inhibition, % at 50 µM, or IC50 in µM where a hit was titrated. 310,000 compounds, 0.33% hits; in the data active = a potency from the dose series; inconclusive = inhibition mostly from about 25% at the one dose, without a potency; inactive = the rest, 99 in 100 with inhibition below about 19%;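 note: 0% = induced wells with vehicle and 100% = uninduced wells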
# M. tuberculosis = growth inhibition of non-replicating M. tuberculosis (AID 488890). Mycobacterium tuberculosis non-replicating, growth inhibition; higher % means a stronger effect. 320,000 compounds, 0.39% hits. inhibition, % at 25 µM, or IC50 in µM where a hit was titrated; in the data active = a potency from the dose series; inconclusive = inhibition mostly from about 82% at the one dose, without a potency; inactive = the rest, 99 in 100 with inhibition below about 76%;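 note: plate controls were DMSO cells for no effect and high antibiotic wells for full effect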
# inhibitors of VEEV = inhibitors of VEEV TC-83 cytopathic effect, confirmation, Vero cells (AID 588727); Vero cells, VEEV TC-83 cytopathic effect inhibition; higher % means a stronger effect; inhibition, % at 20 µM, or IC50 in µM where a hit was titrated; 350,000 compounds, 0.13% hits; in the data active = a potency from the dose series; inconclusive = inhibition mostly from about 14% at the one dose, without a potency; inactive = the rest, 99 in 100 with inhibition below about 12%; note: strong numbers were not always called active
# inhibitors of VEEV 10K pilot screen = also measured in inhibitors of VEEV; calls as there; inhibition, %; measured here: 10K pilot screen inhibition
# An asterisk follows results filed as active; i = inactive; ? = inconclusive; . = not tested or not shown.
# Sample of the layout (three entries):
SMILES,H1N1 NS1A inhibition,M. tuberculosis HTS,PhoP GFP inhibition,M. tuberculosis,inhibitors of VEEV,others
CCOc1ccc(CN(CC)C(=O)Cc2c[nH]c3ccccc23)cc1OC,-0.8%,-4.1%,14.4%,22.4%,1.4%,
CCOc1ccccc1CN1CCCC(CNC(=O)Cc2ccc(OC)cc2)C1 (stereo not drawn),-1.2%,4.0%,0.3%,7.5%,5.8%,
COc1cc(/C=N/NC(=O)C(=O)NCC2CCCO2)ccc1O (stereo not drawn),15.6%,8.0%,7.5%,-7.4%,0.3%,

# The whole of this part, from the start:
SMILES,H1N1 NS1A inhibition,M. tuberculosis HTS,PhoP GFP inhibition,M. tuberculosis,inhibitors of VEEV,others
CCOc1ccc(CN(CC)C(=O)Cc2c[nH]c3ccccc23)cc1OC,-0.8%,-4.1%,14.4%,22.4%,1.4%,
CCOc1ccccc1CN1CCCC(CNC(=O)Cc2ccc(OC)cc2)C1 (stereo not drawn),-1.2%,4.0%,0.3%,7.5%,5.8%,
COc1cc(/C=N/NC(=O)C(=O)NCC2CCCO2)ccc1O (stereo not drawn),15.6%,8.0%,7.5%,-7.4%,0.3%,
CN(c1ccccc1)c1ccc(/C=N/N2CCOCC2)cc1,>100µM*,-0.5%,-5.1%,9.4%,2.9%,
CCOc1ccccc1N(C)S(=O)(=O)c1ccc2c(c1)CCN2C(=O)CCC(=O)O,-10.1%,0.6%,-4.9%,-13.7%,0.8%,
COc1ccc(NC(=O)/C(Cl)=C(/Cl)S(=O)(=O)Cc2ccccc2)cn1,-11.9%,.,.,.,8.9%,
Cc1cccc(C(=O)N/C(=C\c2ccc(C)o2)C(=O)O)c1,-3.5%,-2.3%,2.4%,-0.1%,0.7%,
Cc1ccnc2nc(C(=O)Nc3nnc(CC(C)C)s3)nn12,0.1%,7.7%,1.1%,-3.1%,0.6%,
COC(=O)[C@@H]1C[C@]2(Br)c3ccccc3N(S(=O)(=O)c3ccccc3)[C@@H]2N1C(=O)OC,12.3%,-2.6%,-5.7%,-7.8%,0.3%,
CCc1cc(C(=O)N2CCCc3ccccc32)sc1C,-6.2%,-10.9%,-1.9%,1.1%,4.1%,
Cc1c(NS(=O)(=O)c2cc(C(=O)NCCc3ccc(F)cc3)cc(Cl)c2Cl)c(=O)n(-c2ccccc2)n1C,14.2%,.,.,.,1.9%,
COC(=O)c1ccc2c(=O)n(CCCCCC(=O)NCc3ccc4c(c3)OCO4)c(=O)[nH]c2c1,-1.6%,4.7%,-6.2%,-13.0%,3.7%,
CCN(Cc1ccccc1)C(=O)c1oc2ccc(S(=O)(=O)N3CCOCC3)cc2c1C,-7.7%,2.4%,2.2%,14.0%,3.7%,
Cc1cccc(N(CC(=O)N/N=C/c2ccc(C(=O)O)cc2)S(=O)(=O)c2ccccc2)c1C,.,-0.3%,-1.9%,48.9%,0.1%,
O=C1CN(C(=O)c2ccccc2Br)C(c2ccc(F)cc2)c2cc(F)ccc2N1 (stereo not drawn),19.0%,1.2%,4.0%,14.0%,0.6%,
CC(C)(C)C(=O)Nc1ccc(Cc2ccncc2)cc1,-10.4%,0.4%,2.3%,-17.4%,i,
Cc1cc(C)c2c(C)c(C(=O)Nc3c(C)n(C)n(-c4ccccc4)c3=O)oc2c1,-3.1%,-2.0%,-0.1%,22.9%,i,
CC1CCCN(C(=O)CN2C(=O)NC(C)(c3ccc4ccccc4c3)C2=O)C1 (stereo not drawn),-16.4%,3.5%,.,6.0%,i,
Cc1noc(C)c1C(=O)NCCCc1ccccc1,27.0%,2.6%,-6.8%,13.8%,2.3%,
COC(=O)C[n+]1cccc2ccccc21,-3.3%,-3.9%,-45.4%,-7.7%,i,
CCOC(=O)C1=C(COc2ccccc2)NC(=O)NC1c1ccc(Cl)cc1 (stereo not drawn),3.5%,4.3%,-2.5%,-2.4%,1.2%,inhibitors of VEEV 10K pilot screen=1.5
CC(C)OC(=O)CSc1nc2cccnc2n1C1CCCCC1,3.0%,?,-4.8%,70.9%,i,
CCCOc1cccc(C(=O)NCCNC(=O)c2ccco2)c1,2.2%,-1.7%,7.2%,-5.8%,i,
COc1ccc(NC(=O)c2oc3ccccc3c2NC(=O)COc2ccccc2OC)c(OC)c1,-5.0%,-2.7%,-10.2%,2.2%,6.1%,
CCCC1=C(C(=O)OCC)C(c2cccs2)C(C#N)=C(N)O1 (stereo not drawn),-5.2%,-2.8%,-7.6%,2.3%,i,
CSCCC(NC(=O)COc1ccccc1)C(=O)NCc1cccs1 (stereo not drawn),3.4%,-3.0%,-3.0%,19.8%,3.0%,
OC1(C#CCN2CCOCC2)CCCCC1,-12.1%,1.4%,-6.5%,-6.6%,0.4%,
CCOC(=O)c1ccc(-n2c(-c3ccco3)nc3ccccc3c2=O)cc1,-8.3%,3.9%,-6.5%,1.6%,2.4%,
Cc1ccc(-n2nc(C)c(NC(=O)CCl)c2C)cc1,-5.9%,?,-3.3%,?,?,
Cc1c(CC(=O)N[C@@H](CCCNC(N)=O)C(=O)O)c(=O)oc2cc3oc4c(c3cc12)CCCC4,1.2%,-6.2%,3.7%,3.2%,1.1%,
Cn1nc(C(C)(C)C)c([N+](=O)[O-])c1C(=O)Nc1ccccc1,-0.8%,-2.9%,-4.8%,-9.9%,1.3%,
O=C(CN1CCOCC1)NCc1ccc(F)cc1,-10.2%,-6.5%,4.0%,15.3%,0.2%,
CC(C)Cn1c(N)c(C(=O)COC(=O)c2ccc3ccccc3n2)c(=O)n(C)c1=O,13.7%,-1.7%,4.0%,14.3%,7.5%,
COc1cccc(C(=O)N2CCN(C(=O)C3CC3)CC2)c1,5.8%,.,.,.,2.0%,
Cc1ccc2cc(C3CC(c4ccco4)=NN3C(=O)CCC(=O)O)c(Cl)nc2c1 (stereo not drawn),-3.7%,-1.5%,2.6%,.,0.9%,
CCN1CCN(C(=O)COc2ccc(S(=O)(=O)NC(C)C)cc2)CC1,-1.5%,-5.3%,-5.4%,-27.2%,i,
O=c1c2ccccc2nc(N2CCCC2)n1-c1ccc(Cl)cc1,6.0%,-6.8%,-0.2%,47.5%,i,inhibitors of VEEV 10K pilot screen=1.0
Cc1ccccc1NC(=O)CCN1CCN(C)CC1,-5.6%,-3.6%,-4.9%,6.4%,0.1%,
CN1C(C)(C)c2ccccc2OS1(=O)=O,-5.0%,-10.4%,-5.8%,-3.8%,0.2%,
COC(=O)C(CSCc1ccccc1)NC(=O)CSc1nc(N)cc(=O)[nH]1 (stereo not drawn),-2.9%,-7.0%,3.1%,2.9%,5.0%,
CC(C)(C)NC(=O)NC(=O)COC(=O)CCCc1c[nH]c2ccccc12,4.6%,-1.6%,9.3%,65.2%,1.0%,
O=c1[nH]c(=O)n(-c2cccc3ccccc23)c(O)c1/C=N/N1CCCCC1,3.5%,4.8%,-7.4%,-11.2%,2.9%,
Cc1ccc(C)c(NC(=O)c2cnccn2)c1,-6.5%,4.5%,-1.2%,51.0%,i,
CC(C)Cc1nnc(NC(=O)CCN2C(=O)c3ccccc3C2=O)s1,9.2%,2.3%,5.1%,.,1.3%,
CC(c1nccs1)N(C)C(=O)c1cn(Cc2cccc3ccccc23)nn1 (stereo not drawn),-5.1%,-3.5%,1.9%,7.9%,2.9%,
CCOC(=O)c1nnn(-c2nonc2N)c1-c1cccs1,-2.1%,12.6%,19.4%,-14.1%,0.8%,
O=C1CC(c2ccccc2)C(=O)N1c1cccc(O)c1 (stereo not drawn),5.2%,-9.3%,-3.4%,-4.3%,1.2%,
O=C1N/C(=N\c2ccccn2)SC1Cc1ccc(Cl)cc1 (stereo not drawn),6.6%,1.1%,-3.5%,3.91µM*,0.7%,
CC(C)(C)NC(=O)CSc1nncn1NCc1c(Cl)cccc1Cl,-15.4%,-1.4%,4.9%,11.7%,0.4%,
C=CCOc1c(Cl)cc(C2NC(=O)NC(C)=C2C(=O)OC)cc1Cl (stereo not drawn),-4.8%,-7.2%,2.3%,26.0%,0.8%,
O=C(NNc1cccc(Cl)n1)c1ccc(Cl)nc1,7.5%,-9.6%,-9.2%,1.6%,0.4%,
COc1ccc(Oc2nnnn2-c2ccccc2)cc1,0.3%,-11.7%,6.2%,23.3%,i,
O=C(NCc1nnc2c3ccccc3c(-c3ccccc3)nn12)c1ccc(Cl)cc1,-5.8%,?,-2.1%,-19.5%,5.3%,
O=C(CSc1nc(-c2ccco2)cc(C(F)(F)F)n1)N1CCN(c2cccc(Cl)c2)CC1,-2.0%,46.7%,-9.2%,24.9%,9.0%,
CCOc1ccc(NC(=O)CN(C)C(=O)CCSc2ccc(F)cc2)cc1OCC,-9.0%,-12.5%,.,9.6%,2.2%,
CC1(C2CC2)NC(=O)N(CC(=O)Nc2ccc(F)cc2F)C1=O (stereo not drawn),-5.5%,-5.4%,.,8.6%,i,
CCCCCCn1c(SCCC)nc2c1c(=O)[nH]c(=O)n2C,5.3%,8.1%,8.7%,8.8%,0.9%,
N=c1c(C(=O)NCC2CCCO2)cc2c(=O)n3ccccc3nc2n1Cc1cccnc1 (stereo not drawn),12.0%,2.3%,-5.5%,-22.1%,0.1%,
CCn1cc(CNCc2cn(-c3ccccc3C)nc2-c2ccc(OC)c(F)c2)cn1,-0.8%,3.0%,5.0%,16.9%,1.7%,
CCOc1ccc(-c2nc(N)ncc2-c2ccccc2)c(O)c1,7.3%,1.1%,26.1%,21.8%,5.8%,

# 3 entries already listed, sorted by molecular weight, ascending.
SMILES,H1N1 NS1A inhibition,M. tuberculosis HTS,PhoP GFP inhibition,M. tuberculosis,inhibitors of VEEV,others
O=C1CC(c2ccccc2)C(=O)N1c1cccc(O)c1 (stereo not drawn),5.2%,-9.3%,-3.4%,-4.3%,1.2%,
CCOc1ccc(-c2nc(N)ncc2-c2ccccc2)c(O)c1,7.3%,1.1%,26.1%,21.8%,5.8%,
O=C1N/C(=N\c2ccccn2)SC1Cc1ccc(Cl)cc1 (stereo not drawn),6.6%,1.1%,-3.5%,3.91µM*,0.7%,

# Next records
SMILES,H1N1 NS1A inhibition,M. tuberculosis HTS,PhoP GFP inhibition,M. tuberculosis,inhibitors of VEEV,others
Cn1c(=O)c2c(nc(N/N=C/c3cccnc3)n2Cc2ccc(F)cc2)n(C)c1=O,-15.7%,0.9%,15.4%,22.3%,2.7%,
CC(C)CCNC(=O)c1ccc2nc[nH]c2c1,-24.0%,-7.1%,-7.3%,-10.8%,i,
Cc1ccc(S(=O)(=O)N2CCCCC2)cc1NC(=O)CSc1nnnn1C,11.1%,-9.2%,4.7%,-10.5%,1.2%,
COc1ccc(C2CC(=O)c3cnc(NC(=O)c4ccco4)nc3C2)cc1 (stereo not drawn),-0.9%,3.0%,1.6%,13.4%,2.2%,
Cn1c(NC(=O)c2ccccc2)nc2ccccc21,-15.1%,?,-3.2%,2.7µM*,1.4%,
COc1ccc(-c2n[nH]c(C)c2-c2ccccc2OC)c(O)c1,11.5%,8.1%,7.2%,10.6%,2.2%,
CCn1c(SCC(=O)c2ccc(O)c(O)c2)nnc1-c1ccccc1,-3.7%,-3.4%,-6.9%,-9.2%,3.7%,
CS(=O)(=O)c1ccc2nc(NC(=O)c3cccs3)sc2c1,-16.4%,2.0%,1.8%,35.0%,1.4%,
Cc1nc(Nc2ccccc2Cl)sc1C(=O)Nc1ccccc1,1.5%,6.2%,5.8%,56.0%,0.9%,inhibitors of VEEV 10K pilot screen=5.3
CCCCC(O)(CCCC)C(=O)NN(C(=O)OC)c1ccccc1,8.2%,-2.9%,-10.6%,-4.1%,i,
Cc1nc([N+](=O)[O-])c(Br)n1CC(=O)c1ccc(Cl)cc1,-0.5%,?,12.1%,5.69µM*,11.1%,
CCN1CCN(c2nc3c(C)cccn3c(=O)c2/C=C(\C#N)S(=O)(=O)c2ccc(C)cc2)CC1,6.3%,-7.8%,21.5%,.,i,
CCN1CCN(C(c2cccc(OC)c2)c2sc3nc(C)nn3c2O)CC1 (stereo not drawn),-2.6%,0.5%,-6.1%,-8.1%,1.8%,
CC(C)Oc1ccc(C2CC(=O)N(Nc3ccc([N+](=O)[O-])cc3[N+](=O)[O-])C2=O)cc1 (stereo not drawn),-2.8%,2.2%,-23.0%,1.0%,1.2%,
Cn1c(-c2ccccc2)cc2c3no[n+]([O-])c3ccc21,-10.6%,?,-1.3%,?,i,
O=C(COc1ccc(/C=N/NS(=O)(=O)c2ccccc2)cc1)Nc1ccc(F)cc1,11.7%,-2.7%,1.6%,68.5%,5.1%,
Cc1ccccc1N(CC(=O)NC1CCCC1)C(=O)CS(=O)CC(=O)Nc1ccc2c(c1)OCO2 (stereo not drawn),2.2%,-9.2%,-12.2%,-2.5%,i,
O=C(CCN1CCN(C(c2ccccc2)c2ccccc2)CC1)N/N=C/c1ccc(O)cc1O,23.1%,-1.6%,-4.6%,33.7%,3.1%,
